Screening results deposited in PubChem by National Center for Advancing Translational Sciences (NCATS).
PI5P4Ka inh – inhibitors of human PI5P4K alpha; PI5P4Kalpha enzyme, ADP-Glo luminescence, 60 min; active compounds read low; AID 652105; max response, %; P48426; 330,000 tested, 1.2% active; active means max response of -50% or lower; inconclusive means between -30% and -50%; inactive means -30% or higher; further: value at the top dose of about 77 µM; on the % scale 0 is the no-effect control and ±100 the full control effect
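qHTS, 1536-well: enzyme/substrate mix, compound by pin tool, 5 microM ATP final; RT 60 min; ADP-Glo reagents 1 (45 min) then 2 (30 min); luminescence.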
GLP1R inv ag – acts as inverse agonist at human GLP-1 receptor. P43220. HEK293 GLP-1R CRE-luciferase, luminescence, 24 h; GLP-1R form is constitutively active. Potency, µM (top dose mostly 38.3 µM), inactives show at the top dose activity change, negative = inhibition, hits mostly inhibitors. 410,000 tested, 1.6% active; further: potency means the concentration at half of the fitted maximal effect; on the % scale 0 is the no-effect control and ±100 the full control effect; nearly all actives have a fitted effect of over 55% in size
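GLP-1R inverse agonism mode: basal reporter luminescence in engineered HEK293 cells measured after one day of compound exposure at 37 deg C, with a 12 min room-temperature detection step.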
DRD3 agonist – agonists of human D3 dopamine receptor | P35462 | D3R DiscoveRx beta-arrestin cells, luminescence, 90 min | max activation, % | 410,000 tested, 0.58% active; in the data active means max activation above about 30%; further: 0% is about no effect; mostly tested at two doses, the higher about 12 µM
Target sequence (P35462 whole entry, looked up): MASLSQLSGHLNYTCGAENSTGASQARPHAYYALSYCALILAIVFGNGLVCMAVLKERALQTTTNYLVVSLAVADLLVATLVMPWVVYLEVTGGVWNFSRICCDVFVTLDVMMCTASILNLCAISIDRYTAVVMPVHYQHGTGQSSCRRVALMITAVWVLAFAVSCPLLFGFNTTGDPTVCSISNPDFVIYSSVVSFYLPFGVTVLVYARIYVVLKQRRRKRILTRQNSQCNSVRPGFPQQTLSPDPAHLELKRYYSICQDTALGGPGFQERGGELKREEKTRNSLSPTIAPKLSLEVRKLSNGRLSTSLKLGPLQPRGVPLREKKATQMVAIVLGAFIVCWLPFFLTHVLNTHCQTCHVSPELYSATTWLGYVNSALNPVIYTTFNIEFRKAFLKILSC
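Agonist mode: compounds and dopamine controls were applied to plated cells for 90 min at 37 degrees C after an overnight attachment at 1500 cells/well. Luminescent read-out followed 30 - 60 minutes at room temperature with DiscoveRx detection reagent.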
GLP-1R agonist – agonists of human GLP-1 receptor | P43220 | HEK293 GLP-1R CRE-luciferase, luminescence, 4-6 h; cells express a hypersensitive GLP-1R form | Potency, µM (titrated, usually from 45.6 µM), without a hit: at the top dose activation, actives largely listed as activators | 380,000 tested, 0.007% active | AID 624172; further: potency means the concentration at half of the fitted maximal effect; % of control where 0% means no effect
PLK1 PBD inh – PLK1 (human) polo-box domain binding inhibition. Potency, µM, for inactives: max response, negative = inhibition, actives largely listed as inhibitors. 360,000 tested, 2.8% active. Plk1 PBD binding of FITC phosphopeptide, fluorescence polarization. AID 720504; further: potency means the concentration at half of the fitted maximal effect; series mostly up to about 57 µM; on the % scale 0 is the no-effect control and ±100 the full control effect; nearly all actives have a fitted effect of over 65% in size
Target sequence (P53350 whole entry, looked up, the tested form may be a part): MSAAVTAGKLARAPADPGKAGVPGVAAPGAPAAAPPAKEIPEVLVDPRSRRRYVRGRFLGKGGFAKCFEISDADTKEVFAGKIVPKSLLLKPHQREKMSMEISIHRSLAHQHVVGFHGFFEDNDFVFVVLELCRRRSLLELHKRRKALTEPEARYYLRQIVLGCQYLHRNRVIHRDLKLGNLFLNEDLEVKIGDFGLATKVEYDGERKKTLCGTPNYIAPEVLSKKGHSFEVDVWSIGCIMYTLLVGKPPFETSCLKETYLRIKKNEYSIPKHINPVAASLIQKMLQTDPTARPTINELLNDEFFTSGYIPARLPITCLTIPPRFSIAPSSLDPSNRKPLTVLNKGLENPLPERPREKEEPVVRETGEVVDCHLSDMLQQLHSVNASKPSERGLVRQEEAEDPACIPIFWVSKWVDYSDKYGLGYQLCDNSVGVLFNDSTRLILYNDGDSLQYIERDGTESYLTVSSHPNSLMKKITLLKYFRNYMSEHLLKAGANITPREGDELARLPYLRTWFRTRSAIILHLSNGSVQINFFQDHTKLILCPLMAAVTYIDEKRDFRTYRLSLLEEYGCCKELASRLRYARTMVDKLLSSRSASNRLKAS
IL-2 act – activators of IL-2; 360,000 tested, 0.065% active; activation, % (series mostly up to about 46 µM); IL-2 activation reporter assay, cell-based qHTS; stimulated with anti-CD3/CD4/CD28 beads; in transgenic mouse T cells; AID 652025; in the data active means activation above about 50%; inconclusive means mostly about 30% to 49%; further: 0% is about no effect
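Unstimulated transgenic mouse T cells preincubated 60 min with compound, then stimulated with anti-CD3/anti-CD4-coated beads plus anti-CD28 for 18 h at 37 degrees C. IL-2 response read as EGFP and DsRed fluorescence by plate cytometry.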
WRN helicase inh – inhibitors of human WRN helicase; Q14191; WRN helicase unwinding, fluorescent forked duplex, kinetic; Potency, µM (doses to about 114 µM), for inactives: at the highest dose activity change, negative = inhibition, most hits filed as inhibitors; 360,000 tested, 0.46% active; AID 651768; further: potency means the concentration at half of the fitted maximal effect; on the % scale 0 is the no-effect control and ±100 the full control effect; nearly all actives have a fitted effect of over 55% in size
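WRN at 20 nM final was preincubated with compound for 15 min at room temperature; reaction started with 100 nM forked duplex oligonucleotide carrying fluorophore and quencher plus 2 mM ATP (final). Unwinding followed kinetically by red fluorescence (ex 525/em 598 nm).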
D3 antag – blocks the human D3 dopamine receptor; 360,000 tested, 2.5% active; D3R cells, DiscoveRx beta-arrestin luminescence, antagonist mode; active compounds read low; max response, negative = inhibition, %; P35462; in the data active means max response below about -50%; inconclusive means no clear call, values can overlap the other calls; further: on the % scale 0 is the no-effect control and ±100 the full control effect; mostly tested at two doses, the higher about 12 µM
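Cells expressing the human receptor were seeded at 1500 cells/well, incubated overnight at 37 degrees C in 5% CO2, then exposed to library compounds with dopamine controls for 90 minutes at 37 degrees C before luminescent detection.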
HEK293 tox – cytotoxicity counter-screen for GLP-1 receptor inverse agonists | HEK293 cAMP-luciferase reporter cells, luminescence, 24 h | Potency, µM (highest dose often 38.3 µM), inactives show top-dose activity change, negative = inhibition, usual class: inhibitors | 410,000 tested, 0.13% active;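 further: loss of luciferase light is scored as toxicity; potency means the concentration at half of the fitted maximal effect; on the % scale 0 is the no-effect control and ±100 the full control effect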
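A 23 nL compound transfer followed 12 hours of cell culture at 37 deg C; exposure then lasted 24 hr. Luciferase assay detection reagent was dispensed and plates read for luminescence after a 12 min room-temperature wait.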
* marks the source's active call; other numbers are inactive results; ? = inconclusive; . = no result given; [ ] = remark or other dose. Unless noted, the call rests on the fitted dose curve; in most records, active means well fitted curve in the direction sought with a large enough effect; inconclusive means small, poorly fitted or top-dose-only effect, or another doubt; inactive means no such curve, though single readings can be large; an effect the other way counts as inactive or inconclusive.

SMILES | PI5P4Ka inh | GLP1R inv ag | DRD3 agonist | GLP-1R agonist | PLK1 PBD inh | IL-2 act | WRN helicase inh | D3 antag | HEK293 tox
CCn1cc(CN2CCC(n3nccc3NC(=O)c3ccccc3C)CC2)cn1 | 0 | -3% | -2 | -7% | -2% | -2.7 | 0% | 8 | 0%
COc1ccc(OC(C)c2ccc(C#N)c(=O)[nH]2)cc1 (stereo not given) | 3 | 1% | -2 | 1% | -7% | -3.2 | -5% | -13 | 3%
Nn1c(SCc2ccccc2)nnc1C1CCCCC1 | 0 | 8% | 3 | 9% | -13% | 1.5 | 6% | 8 | 0%
CC(=O)c1cnc2nc(SCc3ccccc3)nn2c1C | -5 | 26% | 1 | 11% | 0% | -0.2 | -4% | 1 | 6%
COc1ccc(/C=C2\SC(=S)N(CCC(=O)N(CCO)Cc3ccccc3)C2=O)cc1OC | 1 | ? | 2 | -5% | -2% | -3.1 | -8% | -14 | -7%
Cc1cc(C)cc(C(=O)NCC(=O)OCC(=O)c2c(N)n(C)c(=O)n(C)c2=O)c1 | 0 | 7% | 7 | -4% | 1% | 0.0 | -7% | -1 | 1%
Cc1ccc(NC(=O)C2CCN(S(=O)(=O)c3c(C)noc3C)CC2)cc1 | . | 1% | -7 | 0% | . | . | . | . | -6%
COC(=O)c1noc(C)c1-c1ccnn1C(=O)c1ccc(C)cc1 | 1 | 21% | -4 | 7% | -4% | -1.4 | -8% | 5 | 9%
CN(C)/C=C(/C(=O)c1ccccc1)n1cncn1 | -2 | 22%[7.66 µM] | 8 | 0% | -5% | -0.3 | 2% | 11 | -2%[7.66 µM]
COc1ccc(C2(c3ccc(OC)cc3)NC(=O)N(CC(=O)N3CCOCC3)C2=O)cc1 | 3 | -7% | -8 | 0% | -5% | 0.0 | 1% | -29 | -4%
O=C(Cc1ccc([N+](=O)[O-])cc1)NNC(=O)c1cccs1 | -9 | 7% | 0 | -1% | 2% | 1.2 | -5% | 12 | -2%
CN(C)CCNC(=O)c1cc2c(=O)n(C)c3ccccc3c2n1C | 2 | 16% | 2 | -1% | -4% | 0.9 | -7% | -7 | -17%
O=C(O)c1cc(-c2ccccc2)nn1CC1CC(c2cccc([N+](=O)[O-])c2)=NO1 (stereo not given) | 3 | 5% | 15 | -4% | -4% | 0.7 | 1% | -4 | -12%
Cn1c(N)c(C(=O)COC(=O)c2cc(C3CC3)nc3ccccc23)c(=O)n(Cc2ccccc2)c1=O | 3 | ? | 36* | 5% | 7% | -0.4 | 2% | 3 | -27%
CC(=O)N1c2ccc(S(=O)(=O)N3CCC(C(=O)NCc4ccccc4Cl)CC3)cc2CC1C (stereo not given) | 4 | 4% | 3 | 0% | -5% | 0.1 | -2% | 2 | -2%
COc1nnc(-c2ccc(C)cc2)c2ccccc12 | 4 | ? | -2 | 17% | -15% | -1.1 | 17% | -15 | -4%
Fc1c(F)c(C(F)(F)F)c(F)c(F)c1N1CCN(c2ccc3nnc(C(F)(F)F)n3n2)CC1 | 22 | 2% | 1 | -3% | 1% | -3.3 | -17% | 16 | -10%
CC[C@@H](C)CN1C(=O)N[C@@H](c2ccccc2)C(C(C)=O)=C1C | ? | 10% | 1 | 17% | -25% | 1.1 | ? | 12 | 23%
CNC(=O)c1c[nH]c2ccc(S(=O)(=O)Nc3cccc(SC)c3)cc2c1=O | -6 | 14% | 2 | 2% | -2% | -1.7 | -12% | -19 | 0%
CCOC(=O)Nc1nnc(/C=C/c2ccc(OC)cc2)s1 | -1 | -4% | -13 | -3% | -12% | 3.9 | 0% | -56* | -4%
O=C(O)C1C2C=CC(C2)C1C(=O)NCc1ccccc1 (stereo not given) | -4 | 8% | -10 | -8% | 5% | 0.1 | 5% | ? | 5%
COc1ccc2c(C=O)c[nH]c2c1 | 5 | 11% | 6 | 6% | -3% | -3.6 | -11% | 11 | -3%
O=c1c(Cl)c(N2CCN(c3ccccc3)CC2)cnn1C12CC3CC(CC(C3)C1)C2 | -5 | ? | 5 | -5% | -4% | -0.4 | 10% | 27 | -13%
CC(C)(C)c1nc(CN2CCOCC2)cc(CN2CCOCC2)c1O | -6 | -1% | -3 | 29% | 4% | -3.8 | -2% | -70* | -7%
O=S(=O)(O/N=C1\CCCc2ccccc21)c1ccccc1 | 0 | 15% | 0 | -5% | 0% | 1.1 | 9% | -6 | 8%
Cc1nn(CCCC(=O)Nc2ccc(Br)cc2F)c(C)c1[N+](=O)[O-] | 0 | ? | -3 | 17% | -24% | -1.2 | 1% | -1 | -3%
Cc1ccc(-c2[nH]ncc2/C=N/n2c(C)nc3ccccc3c2=O)cc1 | 8 | 52%[activator] | 19 | 22% | 4% | 2.2 | -17% | 35 | 2%
Cc1ccc(CNC(=O)C2CCCN(C(=O)Nc3ccc(F)cc3)C2)cc1 (stereo not given) | -4 | -8% | -2 | 5% | 4% | 1.2 | -7% | 15 | 3%
Cc1cccc(N2C(=O)N(c3ccccc3C)C3CS(=O)(=O)CC32)c1 (stereo not given) | -1 | 1% | -9 | 3% | -5% | -2.1 | -19% | -53* | -4%
N/C(=N\OC(=O)C1CCCCC1)c1ccccn1 | . | -3% | 2 | -14% | -2% | -0.4 | -2% | 5 | -1%
CCOc1ccc(/C(O)=C2/C(=O)C(=O)N(c3ccccn3)C2c2ccc(Cl)cc2)c(C)c1 (stereo not given) | -18 | -25% | 7 | 11% | ? | 0.1 | -2% | 8 | 7%
CC1(C(=O)NC2CCCCCCC2)CCC(=O)N1Cc1ccco1 (stereo not given) | . | 67%[activator] | -9 | 4% | -3% | -1.5 | -9% | -3 | 11%
CC(=O)C1C(c2cccc(F)c2)NC(=O)NC1(O)C(F)(F)F (stereo not given) | 9 | 11% | -23 | -9% | -12% | -1.8 | -1% | 0 | -2%
CC(C)CNS(=O)(=O)c1ccc(CCC(=O)NCCC2=CCCCC2)cc1 | -3 | ? | -7 | 9% | -13% | -0.5 | 5% | -11 | 5%
O=C(Nc1nnc(-c2ccco2)o1)c1ccc([N+](=O)[O-])s1 | -18 | -10%[0.307 µM] | 2 | -8% | -15% | 0.3 | -14% | -23 | 6%[0.307 µM]
O=C(O)c1ccc(Cl)c(S(=O)(=O)Nc2cccc(C(=O)Nc3cccc(C(F)(F)F)c3)c2)c1 | -15 | -3% | -10 | 3% | -22% | 2.0 | ? | -13 | 7%
CCCC12CN(C(=O)c3ccc([N+](=O)[O-])cc3)CC(C)(CN(C(=O)c3ccc([N+](=O)[O-])cc3)C1)C2=O | 5 | 12% | -11 | -6% | -13% | -0.8 | -29% | -15 | -6%
Cc1cccc(C)c1OCC(O)Cn1nnc2ccccc21 (stereo not given) | 6 | -18% | 4 | 1% | -7% | 0.1 | -5% | -11 | -8%
Cc1ccccc1OCC(=O)OCC(=O)NC1CCCC(C)C1C (stereo not given) | 1 | 4% | -2 | 9% | -10% | 1.4 | 4% | -12 | 7%
Cc1cc2oc(=O)cc(CN3CCN(Cc4ccccc4)CC3)c2cc1C | 13 | -8% | -6 | 9% | -6% | 2.4 | -4% | 17 | 2%

Molecules above that have a thiophene ring, fused or not:
SMILES | PI5P4Ka inh | GLP1R inv ag | DRD3 agonist | GLP-1R agonist | PLK1 PBD inh | IL-2 act | WRN helicase inh | D3 antag | HEK293 tox
O=C(Cc1ccc([N+](=O)[O-])cc1)NNC(=O)c1cccs1 | -9 | 7% | 0 | -1% | 2% | 1.2 | -5% | 12 | -2%
O=C(Nc1nnc(-c2ccco2)o1)c1ccc([N+](=O)[O-])s1 | -18 | -10%[0.307 µM] | 2 | -8% | -15% | 0.3 | -14% | -23 | 6%[0.307 µM]

Three entries from above, with two lines to a compound:
Below each SMILES: PI5P4Ka inh	GLP1R inv ag	DRD3 agonist	GLP-1R agonist	PLK1 PBD inh	IL-2 act	WRN helicase inh	D3 antag	HEK293 tox
> Cn1c(N)c(C(=O)COC(=O)c2cc(C3CC3)nc3ccccc23)c(=O)n(Cc2ccccc2)c1=O
→ 3	?	36*	5%	7%	-0.4	2%	3	-27%
> CC(=O)N1c2ccc(S(=O)(=O)N3CCC(C(=O)NCc4ccccc4Cl)CC3)cc2CC1C (stereo not given)
→ 4	4%	3	0%	-5%	0.1	-2%	2	-2%
> COc1nnc(-c2ccc(C)cc2)c2ccccc12
→ 4	?	-2	17%	-15%	-1.1	17%	-15	-4%

Filtered by structure, the compounds so far containing a COOH group
SMILES | PI5P4Ka inh | GLP1R inv ag | DRD3 agonist | GLP-1R agonist | PLK1 PBD inh | IL-2 act | WRN helicase inh | D3 antag | HEK293 tox
O=C(O)c1cc(-c2ccccc2)nn1CC1CC(c2cccc([N+](=O)[O-])c2)=NO1 (stereo not given) | 3 | 5% | 15 | -4% | -4% | 0.7 | 1% | -4 | -12%
O=C(O)C1C2C=CC(C2)C1C(=O)NCc1ccccc1 (stereo not given) | -4 | 8% | -10 | -8% | 5% | 0.1 | 5% | ? | 5%
O=C(O)c1ccc(Cl)c(S(=O)(=O)Nc2cccc(C(=O)Nc3cccc(C(F)(F)F)c3)c2)c1 | -15 | -3% | -10 | 3% | -22% | 2.0 | ? | -13 | 7%

(further entries)
SMILES | PI5P4Ka inh | GLP1R inv ag | DRD3 agonist | GLP-1R agonist | PLK1 PBD inh | IL-2 act | WRN helicase inh | D3 antag | HEK293 tox
COc1ccccc1C1CC(=O)Nc2c1c(=O)n(C)c(=O)n2C (stereo not given) | 0 | -8% | -2 | -1% | -1% | 0.2 | -4% | 4 | -8%
Cc1c(Cl)cccc1NC(=O)CNC(=O)Cc1n[nH]c(=O)c2ccccc12 | 2 | -2% | -6 | -4% | -4% | 2.0 | -27% | 7 | 7%
COC(=O)c1[nH]c2c(c1C)C(=O)CCC2 | . | 4% | 13 | -1% | 0% | 1.9 | -8% | -11 | -15%
COc1ccccc1-c1noc2c1C(=O)N(Cc1cn(C3CCCC3)nn1)CC2 | 0 | -1% | -7 | -2% | -8% | -0.5 | 0% | -21 | 2%
CCCn1nnc(NC(=O)Cc2ccc(Cl)cc2)n1 | . | -1% | 5 | -4% | 1% | 1.8 | 1% | 4 | 5%
C=CCN1C=C2C(=O)C(C)(OC(=O)C3CCCC3)C(=O)C=C2C=C1c1ccsc1 (stereo not given) | -30 | -16% | -7 | 5% | ? | 0.0 | -4% | -12 | 9%
